TLR9-MyD88 inh = TLR9-MyD88 interaction inhibition. CHO BLA complementation TLR9-MyD88, CCF4 FRET ratio. inhibition, % at 4.98 µM. hit rate 0.21% among 340,000. AID 504734;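 active = inhibition above the mean over all tested compounds plus 3 SD, cut at about 21% in these data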;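 also: 0% = DMSO only wells and 100% = clavulanate BLA inhibitor control wells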
SRC1 inh = inhibits human SRC1 coactivator; Q15788; HEK293 GAL4-SRC1 luciferase reporter, luminescence; inhibition, % at 3.6 µM; hit rate 0.12% among 360,000;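 active = inhibition above the campaign mean plus 3 SD, with each screening campaign given its own cutoff, cut at about 60% in these data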;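 also: 0% = DMSO treated cells and 100% = gossypol at 36 µM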
LMP1 NFkB inh = reduces LMP1-driven NF-kappaB luciferase signal; hit rate 0.69% among 350,000; LMP1-induced NF-kappaB luciferase reporter cells, luminescence; inhibition, % at 12.5 µM; in the data active = inhibition above about 41%;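 also: 0% = neutral control wells and 100% = reference inhibitor control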
SRC3 inh = inhibitors of human steroid receptor coactivator 3 (SRC3). HEK293 GAL4-SRC3 luciferase reporter, luminescence. inhibition, % at 3.6 µM. hit rate 0.17% among 360,000. AID 588352;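 active = inhibition above a per-campaign cutoff, the mean of all compounds plus 3 SD, cut at about 60% in these data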;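 also: 0% = DMSO-treated cells and 100% = gossypol-treated cells at 36 µM; higher means less SRC3-driven luciferase light from the GAL4 reporter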
Target sequence (Q9Y6Q9 whole entry, looked up, the tested form may be a part): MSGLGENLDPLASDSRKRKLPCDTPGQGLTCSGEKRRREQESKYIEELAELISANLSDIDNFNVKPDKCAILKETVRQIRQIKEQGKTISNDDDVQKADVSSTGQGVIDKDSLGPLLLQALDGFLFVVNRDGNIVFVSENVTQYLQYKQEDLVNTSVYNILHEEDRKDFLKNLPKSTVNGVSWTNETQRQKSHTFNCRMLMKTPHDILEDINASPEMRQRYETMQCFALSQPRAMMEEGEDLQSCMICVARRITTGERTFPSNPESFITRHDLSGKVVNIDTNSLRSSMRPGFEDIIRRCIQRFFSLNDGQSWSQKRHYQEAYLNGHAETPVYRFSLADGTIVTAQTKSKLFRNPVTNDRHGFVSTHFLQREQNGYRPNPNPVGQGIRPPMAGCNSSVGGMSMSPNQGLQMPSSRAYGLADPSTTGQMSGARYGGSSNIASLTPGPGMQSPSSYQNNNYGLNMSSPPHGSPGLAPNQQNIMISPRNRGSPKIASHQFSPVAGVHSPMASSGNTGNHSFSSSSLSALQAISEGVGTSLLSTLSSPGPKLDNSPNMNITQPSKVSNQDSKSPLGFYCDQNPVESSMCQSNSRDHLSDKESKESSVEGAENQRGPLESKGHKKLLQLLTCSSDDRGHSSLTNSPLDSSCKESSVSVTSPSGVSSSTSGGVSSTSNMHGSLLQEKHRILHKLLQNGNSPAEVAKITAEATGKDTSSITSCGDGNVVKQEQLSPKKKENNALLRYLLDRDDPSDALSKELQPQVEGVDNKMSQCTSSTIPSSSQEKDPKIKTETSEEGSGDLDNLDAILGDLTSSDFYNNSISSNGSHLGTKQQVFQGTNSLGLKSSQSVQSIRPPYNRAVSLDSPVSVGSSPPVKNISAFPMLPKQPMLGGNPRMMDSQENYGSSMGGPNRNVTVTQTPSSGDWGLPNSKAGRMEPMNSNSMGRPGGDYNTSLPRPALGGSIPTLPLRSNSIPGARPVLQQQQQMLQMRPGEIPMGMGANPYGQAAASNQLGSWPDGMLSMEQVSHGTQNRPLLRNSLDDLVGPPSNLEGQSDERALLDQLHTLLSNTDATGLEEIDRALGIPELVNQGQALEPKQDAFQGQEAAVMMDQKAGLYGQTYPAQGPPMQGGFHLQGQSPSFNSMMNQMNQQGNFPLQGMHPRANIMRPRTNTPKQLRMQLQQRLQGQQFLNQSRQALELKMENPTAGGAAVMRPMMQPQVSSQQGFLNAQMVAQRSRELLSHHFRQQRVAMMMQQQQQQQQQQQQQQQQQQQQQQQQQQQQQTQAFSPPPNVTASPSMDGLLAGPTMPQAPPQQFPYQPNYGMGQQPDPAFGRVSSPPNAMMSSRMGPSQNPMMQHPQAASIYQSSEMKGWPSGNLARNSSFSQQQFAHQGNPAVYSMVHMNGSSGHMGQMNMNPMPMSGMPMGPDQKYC
TROY NFkB inh = blocks TROY-dependent signaling in reporter cells | Q293 LMP1-TROYcd NF-kB luciferase reporter, 4 h | inhibition, % at 10 µM | hit rate 0.98% among 360,000 | AID 1347056;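 active = compounds whose plate-normalised and pattern-corrected inhibition of the luciferase reporter signal at the single screening dose is 50% or more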
SRC2 inh = inhibits human steroid receptor coactivator 2; Q15596; HEK293 GAL4-SRC2 luciferase reporter, luminescence; inhibition, % at 9 µM; hit rate 0.17% among 370,000; AID 651957;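 active = inhibition above the mean inhibition of all tested compounds plus 3 SD, set per campaign, cut at about 52% in these data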;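 also: 0% = DMSO treated cells and 100% = cells given Gossypol at 36 µM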
NOD2-RIPK2 inh = NOD2-RIPK2 protein interaction inhibition; hit rate 0.38% among 360,000; inhibition, % at 4.98 µM; CHO BLA complementation NOD2-RIPK2, CCF4 ratio; AID 624267; in the data active = inhibition above about 21%;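 also: 0% = vehicle only and 100% = reference blocker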
COUP-TFII inh = inhibitors of human COUP-TFII (NR2F2) | HEK293T NGFI-A luciferase reporter, luminescence | hit rate 0.7% among 370,000 | inhibition, % at 8.6 µM | AID 686940 | P24468;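 active = inhibition above a per-plate cutoff, mean inhibition of test wells between control levels plus 3 SD, cut at about 38% in these data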;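 also: cells cotransfected with COUP-TFII expression vector driving the NGFI-A reporter; 0% = median of COUP-TF2 test wells and 100% = reporter-only cells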
LRH-1 inv ag = inverse agonists of human LRH-1 (NR5A2) | hit rate 0.13% among 360,000 | O00482 | AID 602396 | HEK293T StAR-luciferase reporter, LRH-1 transfected, 24 h | inhibition, % at 3.6 µM;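 active = inhibition above the mean inhibition of all tested compounds plus 3 SD, cut at about 73% in these data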;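 also: 0% = DMSO wells and 100% = reporter-only cells lacking LRH-1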
Vif inh = inhibitors of HIV Vif. HEK293T cells, Vif self-association by quenched fluorescence, imaging, 24 h. inhibition, % at 7.49 µM. hit rate 0.35% among 340,000. AID 602346; in the data active = inhibition above about 50%, passing the limit was not always enough; also: some results filed as inactive read as strong as hits
TRAIL sens C8 = sensitizes caspase-8 expressing cells to TRAIL. NB7+C8 cells + TRAIL, ATPlite viability luminescence. inhibition (viability loss, TRAIL sensitization), % at 10 µM. hit rate 1% among 360,000;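 active = compounds causing at least 50% loss of cell viability in the single-dose screen, relative to plate controls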
Numbers without * were called inactive. These rows are one share of the data. The share of hits here may be higher or lower than overall.

How did Cc1ccc(NC(=O)c2ccc3ccccc3n2)cc1S(=O)(=O)N1CCOCC1 do in these assays?
TLR9-MyD88 inh: -0.8; SRC1 inh: -7.8; LMP1 NFkB inh: 2.4; SRC3 inh: -6.4; TROY NFkB inh: 15.4; SRC2 inh: -2.6; NOD2-RIPK2 inh: -0.2; COUP-TFII inh: -1.7; LRH-1 inv ag: 3.6; Vif inh: -7.9; TRAIL sens C8: 1.4

Results for CCOC(=O)N1CCN(Cc2nc(N)nc(Nc3ccc(Oc4ccccc4)cc3)n2)CC1 ?
TLR9-MyD88 inh: 3.4; SRC1 inh: -14.7; LMP1 NFkB inh: -0.1; SRC3 inh: -41.5; TROY NFkB inh: 15.1; SRC2 inh: 2.6; NOD2-RIPK2 inh: -3.7; COUP-TFII inh: 5.4; LRH-1 inv ag: -7.3; Vif inh: -17.3; TRAIL sens C8: 15.2

How did N#C/C(C(=O)N1CCOCC1)=c1/s/c(=C\c2ccccn2)c(=O)n1-c1ccccc1 do in these assays?
TLR9-MyD88 inh: 0.8; SRC1 inh: 0.5; LMP1 NFkB inh: -4.4; SRC3 inh: 8.5; TROY NFkB inh: 13.7; SRC2 inh: -9.4; NOD2-RIPK2 inh: -9.6; COUP-TFII inh: -8.2; LRH-1 inv ag: 0.9; Vif inh: -0.7; TRAIL sens C8: 6.5

Results for COC(=O)c1ccc(Cl)c(NC(=O)c2cccc([N+](=O)[O-])c2C)c1 ?
TLR9-MyD88 inh: 5.8; SRC1 inh: 10.5; LMP1 NFkB inh: -4.0; SRC3 inh: 5.9; TROY NFkB inh: -19.7; SRC2 inh: 12.9; NOD2-RIPK2 inh: -8.0; COUP-TFII inh: -0.7; LRH-1 inv ag: 4.2; Vif inh: -0.7; TRAIL sens C8: -4.0

What do the screens show for `O=C1C(=Cc2cccn2-c2ccccc2)C(=O)c2ccccc21`?
TLR9-MyD88 inh: -6.9; SRC1 inh: -24.5; LMP1 NFkB inh: -21.9; SRC3 inh: 5.7; TROY NFkB inh: -14.7; SRC2 inh: 2.7; NOD2-RIPK2 inh: -3.1; COUP-TFII inh: -7.1; LRH-1 inv ag: -9.0; Vif inh: 11.1; TRAIL sens C8: -18.6

What do the screens show for `N/C(=N\OC(=O)COc1ccc2ccccc2c1Br)c1ccccn1`?
TLR9-MyD88 inh: 8.1; SRC1 inh: -42.0; LMP1 NFkB inh: -16.8; SRC3 inh: -44.7; TROY NFkB inh: -13.9; SRC2 inh: -37.6; NOD2-RIPK2 inh: -7.8; COUP-TFII inh: -15.6; LRH-1 inv ag: -97.1; Vif inh: 15.9; TRAIL sens C8: 17.1

Results for COc1ccc(CCNC(=O)CCCOc2cc(=O)n(C)c3ccccc23)cc1OC ?
TLR9-MyD88 inh: -7.0; SRC1 inh: -13.6; LMP1 NFkB inh: -10.9; SRC3 inh: 4.6; TROY NFkB inh: -4.3; SRC2 inh: 0.4; NOD2-RIPK2 inh: -16.4; COUP-TFII inh: -7.2; LRH-1 inv ag: 16.7; Vif inh: -0.4; TRAIL sens C8: -2.3

How did COCCCN1C(=O)C(O)=C(C(C)=O)C1c1ccccn1 (stereo not drawn) do in these assays?
TLR9-MyD88 inh: -3.4; SRC1 inh: 6.7; LMP1 NFkB inh: 0.6; SRC3 inh: -0.1; TROY NFkB inh: -1.3; SRC2 inh: 21.3; NOD2-RIPK2 inh: -10.3; COUP-TFII inh: -3.9; LRH-1 inv ag: 0.3; Vif inh: 1.0; TRAIL sens C8: 5.7

Results for O=C(O)c1cn(-c2ccc(F)c(F)c2)c2c(F)c(F)c(F)c(F)c2c1=O ?
TLR9-MyD88 inh: -2.7; SRC1 inh: -22.6; LMP1 NFkB inh: 0.9; SRC3 inh: -7.1; TROY NFkB inh: 4.4; SRC2 inh: 0.9; NOD2-RIPK2 inh: -3.3; COUP-TFII inh: -4.1; LRH-1 inv ag: -0.9; Vif inh: 25.5; TRAIL sens C8: 10.1

How did COc1ccc(Cl)cc1NC(=S)N(CCN1CCOCC1)C1CCN(C(C)=O)CC1 do in these assays?
TLR9-MyD88 inh: 1.9; SRC1 inh: 4.9; LMP1 NFkB inh: 0.3; SRC3 inh: 1.3; TROY NFkB inh: -5.2; SRC2 inh: -10.3; NOD2-RIPK2 inh: 1.9; COUP-TFII inh: -7.4; LRH-1 inv ag: 6.9; Vif inh: 8.1; TRAIL sens C8: -6.2

What do the screens show for `O=C(COC(=O)[C@@H]1CC(O)CN1S(=O)(=O)c1ccc(Cl)c(Cl)c1)NC(=O)NCc1ccccc1` (stereo partly drawn)?
TLR9-MyD88 inh: 4.6; SRC1 inh: -0.7; LMP1 NFkB inh: -0.5; SRC3 inh: -7.1; TROY NFkB inh: 7.9; SRC2 inh: -3.2; NOD2-RIPK2 inh: -4.4; COUP-TFII inh: 8.3; LRH-1 inv ag: 20.6; Vif inh: 1.5; TRAIL sens C8: -7.6

What do the screens show for `O=C(NCc1ccccc1)c1onc(CSc2ccccc2)c1C(=O)NCc1ccccc1`?
TLR9-MyD88 inh: -3.6; SRC1 inh: -0.4; LMP1 NFkB inh: -0.4; SRC3 inh: 1.2; TROY NFkB inh: 9.6; SRC2 inh: -19.4; NOD2-RIPK2 inh: -5.9; COUP-TFII inh: -7.7; LRH-1 inv ag: -14.1; Vif inh: -2.0; TRAIL sens C8: -3.4

How did CCN(CC)CCOc1ccc2c(c1)C(=NNC(=O)c1ccccn1)c1cc(OCCN(CC)CC)ccc1-2 do in these assays?
TLR9-MyD88 inh: 19.4; SRC1 inh: 1.9; LMP1 NFkB inh: -5.5; SRC3 inh: 5.6; TROY NFkB inh: 2.0; SRC2 inh: -1.9; NOD2-RIPK2 inh: 16.5; COUP-TFII inh: 0.7; LRH-1 inv ag: 0.1; Vif inh: 2.0; TRAIL sens C8: -0.2

Results for CCOc1ccccc1C(=O)N1CCOCC1 ?
TLR9-MyD88 inh: -5.2; SRC1 inh: 11.7; LMP1 NFkB inh: 2.1; SRC3 inh: 11.8; TROY NFkB inh: -0.7; SRC2 inh: -3.4; NOD2-RIPK2 inh: -5.9; COUP-TFII inh: 3.2; LRH-1 inv ag: 5.7; TRAIL sens C8: -1.3

How did O=[N+]([O-])C1C(c2ccccc2)=NOC1c1ccccc1O (stereo not drawn) do in these assays?
TLR9-MyD88 inh: -8.0; SRC1 inh: -25.2; LMP1 NFkB inh: 1.9; SRC3 inh: -4.3; TROY NFkB inh: -12.7; SRC2 inh: -11.2; NOD2-RIPK2 inh: -2.4; COUP-TFII inh: -0.4; LRH-1 inv ag: -1.9; Vif inh: -7.2; TRAIL sens C8: -0.1

What do the screens show for `N#Cc1ccccc1NC(=O)CSc1nnc(-c2ccncc2)o1`?
TLR9-MyD88 inh: -4.8; SRC1 inh: -7.0; LMP1 NFkB inh: -1.0; SRC3 inh: -14.3; TROY NFkB inh: 5.6; SRC2 inh: -17.9; NOD2-RIPK2 inh: 4.8; COUP-TFII inh: 9.9; LRH-1 inv ag: -0.4; Vif inh: -4.6; TRAIL sens C8: -11.8

How did Cc1cc(C)c2c3c(sc2n1)C(=O)N(c1ccccc1C)CC(=O)N3 do in these assays?
TLR9-MyD88 inh: -9.3; SRC1 inh: 6.5; LMP1 NFkB inh: -0.3; SRC3 inh: 4.2; TROY NFkB inh: -20.1; SRC2 inh: 36.7; NOD2-RIPK2 inh: -4.0; COUP-TFII inh: 4.0; LRH-1 inv ag: 5.8; Vif inh: -1.3; TRAIL sens C8: 0.0

What do the screens show for `Cc1nc(CCN2C(=O)c3ccccc3C2=O)cs1`?
TLR9-MyD88 inh: 5.3; SRC1 inh: -0.1; LMP1 NFkB inh: -11.5; SRC3 inh: -8.4; TROY NFkB inh: -6.3; SRC2 inh: -21.0; NOD2-RIPK2 inh: 5.8; COUP-TFII inh: 19.1; LRH-1 inv ag: -23.1; Vif inh: -11.9; TRAIL sens C8: -3.1

How did O=C(CNC(=O)c1ccccc1)NC1(C(=O)NC2CCCCC2)CCCCC1 do in these assays?
TLR9-MyD88 inh: -5.9; SRC1 inh: -4.5; LMP1 NFkB inh: 11.8; SRC3 inh: -8.5; TROY NFkB inh: 23.4; SRC2 inh: 0.3; NOD2-RIPK2 inh: -7.9; COUP-TFII inh: 8.2; LRH-1 inv ag: 2.5; Vif inh: 2.9; TRAIL sens C8: 8.7

How did CCOC(=O)CSc1nnc(-c2ccccc2)c(-c2ccccc2)n1 do in these assays?
TLR9-MyD88 inh: 0.1; SRC1 inh: 3.6; LMP1 NFkB inh: -4.0; SRC3 inh: -18.5; TROY NFkB inh: 3.2; SRC2 inh: 13.6; NOD2-RIPK2 inh: 12.0; COUP-TFII inh: 12.7; LRH-1 inv ag: 10.2; Vif inh: 1.7; TRAIL sens C8: -24.3

Results for O=c1cc(-c2ccco2)nc(SCc2cccc(Cl)c2)[nH]1 ?
TLR9-MyD88 inh: -2.0; SRC1 inh: 16.7; LMP1 NFkB inh: -11.5; SRC3 inh: 10.8; TROY NFkB inh: 30.9; SRC2 inh: -1.9; NOD2-RIPK2 inh: -7.8; COUP-TFII inh: 11.5; LRH-1 inv ag: 5.3; Vif inh: -13.5; TRAIL sens C8: -0.4

Results for O=C(NCc1cccnc1)NC1(C(F)(F)F)Oc2ccccc2O1 ?
TLR9-MyD88 inh: 6.9; SRC1 inh: -11.7; LMP1 NFkB inh: -6.2; SRC3 inh: -6.4; TROY NFkB inh: -3.9; SRC2 inh: 7.4; NOD2-RIPK2 inh: 10.9; COUP-TFII inh: -6.0; LRH-1 inv ag: -3.5; Vif inh: 23.5; TRAIL sens C8: 19.9

Results for COc1ccc(NC(=O)CN(C)C2=NS(=O)(=O)c3ccccc32)cc1Cl ?
TLR9-MyD88 inh: -13.3; SRC1 inh: 7.6; LMP1 NFkB inh: -6.9; SRC3 inh: 6.1; TROY NFkB inh: 4.5; SRC2 inh: -4.9; NOD2-RIPK2 inh: 2.4; COUP-TFII inh: 7.3; LRH-1 inv ag: 3.5; Vif inh: -7.2; TRAIL sens C8: 12.1

How did NC(=O)CC(NC(=O)Cc1ccc(Cl)cc1)c1ccc(NCCCN2CCCC2=O)c([N+](=O)[O-])c1 (stereo not drawn) do in these assays?
TLR9-MyD88 inh: -1.0; SRC1 inh: -18.6; LMP1 NFkB inh: 6.0; SRC3 inh: 0.1; TROY NFkB inh: 8.2; SRC2 inh: 4.1; NOD2-RIPK2 inh: -7.5; COUP-TFII inh: -5.6; LRH-1 inv ag: -18.5; Vif inh: 0.4; TRAIL sens C8: -7.7

What do the screens show for `O=C(Nc1ccc(NC(=O)c2cccs2)cc1)c1ccco1`?
TLR9-MyD88 inh: 2.7; SRC1 inh: -71.2; LMP1 NFkB inh: -16.0; SRC3 inh: -29.2; TROY NFkB inh: -44.9; SRC2 inh: -29.6; NOD2-RIPK2 inh: 0.0; COUP-TFII inh: -49.7; LRH-1 inv ag: -84.1; Vif inh: -4.7; TRAIL sens C8: 24.3

Assay outcomes from PubChem.
